# Screening data from PubChem BioAssay.
# IL1B secr inh: inhibitors of inflammasome signaling (IL-1 beta secretion) | THP-1 LPS/ATP IL-1B secretion, AlphaLISA, 16 h; stronger effect = lower value | 360,000 tested, 4.7% active | activity change, % at 57.5 µM; in the data active = activity change below about -50%; inconclusive = mostly about -30% to -49%; note: % is set by controls: 0 for no effect and ±100 for the full control effect
#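 Secreted IL-1B measured by AlphaLISA bead assay after 16 h compound exposure of THP-1 cells; compounds (final up to 57.5 uM) added 1 h before LPS (250 ng/mL) and ATP (1.25 mM) stimulation; lower signal means less secretion.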
# HT1080-NT tox: kills 2HG-producing HT-1080-NT fibrosarcoma cells; HT-1080-NT fibrosarcoma viability, CellTiter-Glo ATP luminescence, 48 h; Potency, µM (top dose mostly 46.1 µM), for the others: at the top dose activity, negative = less viability, actives largely listed as cytotoxic; 360,000 tested, 1.6% active; AID 686970;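 note: NT is the 2HG producing partner of a matched IDH1 knockdown line; potency is the fitted concentration of half-maximal effect; 0% = DMSO-treated cells and -100% = media-only wells without cells; nearly all actives have a fitted effect of over 55% in size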
#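 A 48-hour cytotoxicity screen used HT-1080-NT cells plated 2 hours before compound delivery. ATP-based CellTiter-Glo luminescence measured viability, normalized to DMSO and no-cell controls.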
# KB-V1 cytotox: kills drug-selected multidrug resistant KB-V1 cells; KB-V1 MDR cells viability, CellTiter-Glo, 72 h; 400,000 tested, 3.4% active; AID 1347076; Potency, µM (doses to about 46.1 µM), for inactives: top-dose activity change, negative = cytotoxicity, most hits filed as cytotoxic; note: potency is the fitted concentration of half-maximal effect; % is set by controls: 0 for no effect and ±100 for the full control effect; nearly all actives have a fitted effect of over 60% in size
#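 Potencies derive from concentration-effect curves fitted to normalized luminescence (CellTiter-Glo) of KB-V1 cells treated for 72 h at 37 degrees C in phenol-red-free DMEM containing 10% FBS.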
# DRD3 agonist: activates the human D3 dopamine receptor | P35462 | D3R DiscoveRx beta-arrestin cells, luminescence, 90 min | max activation, % | 410,000 tested, 0.58% active | AID 652048; in the data active = max activation above about 30%; note: 0% is about no effect; mostly tested at two doses, the higher about 12 µM
# Target sequence (P35462 whole entry, looked up): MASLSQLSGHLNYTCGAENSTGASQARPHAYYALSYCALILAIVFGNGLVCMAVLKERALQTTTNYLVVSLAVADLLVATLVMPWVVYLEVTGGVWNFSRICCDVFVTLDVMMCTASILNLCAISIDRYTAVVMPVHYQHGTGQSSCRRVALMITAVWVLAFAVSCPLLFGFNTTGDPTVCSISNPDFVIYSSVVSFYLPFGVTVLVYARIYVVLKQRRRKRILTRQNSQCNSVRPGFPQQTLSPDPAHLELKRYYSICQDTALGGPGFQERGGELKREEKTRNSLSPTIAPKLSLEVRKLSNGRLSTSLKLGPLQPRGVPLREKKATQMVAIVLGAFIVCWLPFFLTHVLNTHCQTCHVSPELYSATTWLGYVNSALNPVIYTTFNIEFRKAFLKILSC
#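 Agonist mode: compounds and dopamine controls were applied to plated cells for 90 min at 37 degrees C after an overnight attachment at 1500 cells/well. Luminescent read-out followed 30 - 60 minutes at room temperature with DiscoveRx detection reagent.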
# SW480 rerep: induces DNA re-replication in SW480 colon adenocarcinoma cells. AID 624297. Potency, µM (series often up to 46.1 µM), for inactives: at the highest dose re-replication activation, most hits filed as activators. 340,000 tested, 1.8% active. SW480 DNA re-replication, Hoechst DNA content imaging, 48 h; note: potency is the fitted concentration of half-maximal effect; % of control where 0% means no effect; nearly all actives have a fitted effect of over 55% in size
#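 Treated cells incubate 48 hr (37 C, 5% CO2), are stained 40 min with Hoechst, and nuclear fluorescence is enumerated; a rise in nuclei with high DNA signal marks re-replication.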
# KB-3-1 tox: KB-3-1 parental cell cytotoxicity | 400,000 tested, 1.4% active | KB-3-1 viability, CellTiter-Glo ATP luminescence, 72 h | AID 1347075 | Potency, µM (highest dose often 46.1 µM), inactives show top-dose activity change, negative = cytotoxic, hits mostly cytotoxic; note: potency is the fitted concentration of half-maximal effect; % is set by controls: 0 for no effect and ±100 for the full control effect; nearly all actives have a fitted effect of over 60% in size
#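 Here the drug-naive KB-3-1 line serves as comparator for MDR sub-line selectivity; cells received compound titrations, 72 h at 37 °C, then CellTiter-Glo readout.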
# MCF10A rereplic: induces DNA re-replication in MCF 10a normal breast cells; MCF 10A DNA re-replication, Hoechst nuclear intensity, 48 h; Potency, µM (highest dose often 46.1 µM), without a hit: at the highest dose activity, positive = re-replication, most hits filed as activators; 350,000 tested, 2.9% active; AID 624296; note: potency is the fitted concentration of half-maximal effect; % of control where 0% means no effect; nearly all actives have a fitted effect of over 50% in size
# HT1080 IDH1KD tx: toxicity to HT-1080 IDH1 knockdown cells (counter line). Potency, µM (top dose mostly 46.1 µM), inactives show top-dose activity, negative = toxicity, most hits filed as cytotoxic. HT-1080 IDH1 knockdown viability, ATP luminescence, 48 h. 360,000 tested, 2% active;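 note: potency is the fitted concentration of half-maximal effect; 0% = DMSO wells and -100% = cell-free medium wells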
#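 Assay cells: HT-1080 with IDH1 knockdown, 750 per well, RPMI/5% FBS. Exposure: 48 h at 37 °C following 2 h pre-incubation. Read: CellTiter-Glo luminescence; fitted concentration-response, curve class assigned.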
# HEK293 tox: cytotoxic in the GLP-1 receptor inverse agonist counter-screen; AID 624418; Potency, µM (doses to about 38.3 µM), inactives show at the highest dose activity change, negative = inhibition, actives largely listed as inhibitors; 410,000 tested, 0.13% active; HEK293 cAMP-luciferase reporter cells, luminescence, 24 h;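 note: loss of luciferase light is scored as toxicity; potency is the fitted concentration of half-maximal effect; % is set by controls: 0 for no effect and ±100 for the full control effect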
#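 To flag toxic compounds, the library was rerun on cells for 24 hr at 37 deg C and 5% CO2. Viability-linked luminescence was captured 12 min after adding luciferase detection reagent.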
# * marks the source's active call; other numbers are inactive results; u = inconclusive; x = no result given; & = joins results of further samples; [ ] = remark or other dose. Unless noted, calls come from the whole dose curve; as a rule, active = well fitted curve in the direction sought with a large enough effect; inconclusive = small, poorly fitted or top-dose-only effect, or another doubt; inactive = no such curve, though single readings can be large; an effect the other way counts as inactive or inconclusive.
# A first look (2 entries):
1. CC(=O)c1ccc(Nc2c3c(nc4ccccc24)CCCC3)cc1
2. CCCCCNc1ncnc2c(C)[nH]nc12
Assay by compound,1,2
IL1B secr inh,0,68
HT1080-NT tox,u,-7%
KB-V1 cytotox,-14%,-8%
DRD3 agonist,-6,8
SW480 rerep,u,x
KB-3-1 tox,u,0%
MCF10A rereplic,15µM*,x
HT1080 IDH1KD tx,u,-20%
HEK293 tox,-26%,-4%

# Main list, from the first entry:
1. CC(=O)c1ccc(Nc2c3c(nc4ccccc24)CCCC3)cc1
2. CCCCCNc1ncnc2c(C)[nH]nc12
3. COc1ccccc1CNS(=O)(=O)c1cc(Br)cc2c1N(C(=O)C1CC1)CC2
4. Cc1ccc(NC(=S)NCC23C=CC(O2)C2C(=O)N(c4ccc(C)cc4)C(=O)C23)cc1 (configuration not stated)
5. N=c1sccn1CC(=O)Nc1ccc(SC(F)F)cc1
6. Cc1nc(-c2ccccc2)sc1CCNC(=O)C(=O)Nc1ccc2c(c1)OCCO2
Assay by compound,1,2,3,4,5,6
IL1B secr inh,0,68,x,5,-15,x
HT1080-NT tox,u,-7%,x,0%,-2%,x
KB-V1 cytotox,-14%,-8%,8%,13µM*,-22%,u
DRD3 agonist,-6,8,-3,2,-26,7
SW480 rerep,u,x,x,u,-9%,x
KB-3-1 tox,u,0%,1%,0%,-10%,8%
MCF10A rereplic,15µM*,x,x,u,1%,x
HT1080 IDH1KD tx,u,-20%,x,7%,-4%,x
HEK293 tox,-26%,-4%,-4%,-18%,-9%,5%

7. Cc1ccc(S(=O)(=O)NCCC(=O)OCn2nnc3ccccc3c2=O)cc1
8. COc1ccc(C2C(C(C)=O)=C(O)C(=O)N2CCc2c[nH]c3ccccc23)cc1OC (configuration not stated)
9. Cc1ccc(Nc2nc(N)nc(COC(=O)c3ccc(Br)o3)n2)cc1
10. COc1ccc2nc(SCC(=O)Nc3ccc(S(=O)(=O)Nc4nccc(C)n4)cc3)[nH]c2c1
11. CCCOc1ccc(S(=O)(=O)n2cc(F)c(=O)[nH]c2=O)cc1
12. Cc1ccc(CN2C(=O)c3ccccc3NC23CCN(Cc2ccccc2)CC3)cc1
Assay by compound,7,8,9,10,11,12
IL1B secr inh,45,6,-7,-3,21,-29
HT1080-NT tox,-9%,2%,-15%,-1%,0%,20%
KB-V1 cytotox,1%,18%,-21%,-2%,-14%,u
DRD3 agonist,-5,-3,-7,-5,3,-25
SW480 rerep,-1%,0%,-4%,1%,16%,9%
KB-3-1 tox,-1%,1%,-1%,-4%,-10%,u
MCF10A rereplic,1%,2%,2%,0%,8%,13%
HT1080 IDH1KD tx,-2%,1%,-2%,12%,-3%,18%
HEK293 tox,23%,-18%,11%,18%,4%,-3%

# Whole records, looked up by structure. Order of screens: IL1B secr inh, HT1080-NT tox, KB-V1 cytotox, DRD3 agonist, SW480 rerep, KB-3-1 tox, MCF10A rereplic, HT1080 IDH1KD tx, HEK293 tox
# CCCOc1ccc(S(=O)(=O)n2cc(F)c(=O)[nH]c2=O)cc1 as listed: 21, 0%, -14%, 3, 16%, -10%, 8%, -3%, 4%
# Cc1ccc(S(=O)(=O)NCCC(=O)OCn2nnc3ccccc3c2=O)cc1 as listed: 45, -9%, 1%, -5, -1%, -1%, 1%, -2%, 23%

# More compounds follow:
13. COc1ccc(CNC(=O)c2cccc(S(=O)(=O)N3CCN(C)CC3)c2)cc1
14. Fc1ccc2nc(C3CCN(Cc4nc(CC5CC5)no4)CC3)[nH]c2c1
15. CCc1ccc2oc(C(=O)Nc3sc4c(c3C(=O)NC)CCCC4)cc(=O)c2c1
16. CC(Sc1n[nH]c(-c2ccccc2F)n1)C(=O)Nc1ccc(S(N)(=O)=O)cc1 (configuration not stated)
17. CCN1CCN(C(=O)CCn2c(=O)c3cccn3c3cccnc32)CC1
18. CSc1nc(-c2ccc(Cl)cc2)nc(N)c1C#N
Assay by compound,13,14,15,16,17,18
IL1B secr inh,17,12,x,-16,19,32
HT1080-NT tox,0%,4%,x,8%,9%,u
KB-V1 cytotox,u,5%,-9%,3%,2%,8%
DRD3 agonist,-4,-3,3,2,2,10
SW480 rerep,-6%,0%,x,3%,24%,u
KB-3-1 tox,24%,2%,-1%,u,3%,5%
MCF10A rereplic,-1%,1%,x,7%,0%,u
HT1080 IDH1KD tx,u,3%,x,19%,3%,-7%
HEK293 tox,-2%,-1%,3%,-12%,-1%,1%

19. CCN(C(=O)C(C)N1C(=O)/C(=C/c2ccco2)SC1=S)C1CCS(=O)(=O)C1 (configuration not stated)
20. CCOc1ccc(CCNC(=O)CS(=O)Cc2nc(-c3ccccc3Cl)oc2C)cc1OCC (configuration not stated)
21. CC(C(=O)N(C)C1CCS(=O)(=O)C1)N1C(=O)/C(=C/c2ccc(F)cc2)SC1=S (configuration not stated)
22. CC1(CCc2ccc(O)cc2)NC(=O)NC1=O (configuration not stated)
23. O=C(NCCSC1CCCCC1)c1ccccc1
24. O=C(CCN1C(=O)/C(=C/c2ccc3c(c2)OCO3)SC1=S)Nc1cccc(C(=O)O)c1
Assay by compound,19,20,21,22,23,24
IL1B secr inh,-88*,-12,0,15,-10,6
HT1080-NT tox,-13%,-7%,-9%,5%,14%,21%
KB-V1 cytotox,6%,-13%,9%,-1%,0%,u
DRD3 agonist,-3,4,0,4,-2,15
SW480 rerep,4.1µM*,u,u,-1%,-1%,2%
KB-3-1 tox,u,-2%,-11%,4%,2%,6%
MCF10A rereplic,24%,0%,21%,-14%,2%,-2%
HT1080 IDH1KD tx,-18%,-9%,-21%,3%,8%,23%
HEK293 tox,u,3%,0%,2%,-2%,3%

25. CCc1ccccc1NC(=O)Cn1c(=O)n(CCc2ccccc2)c(=O)c2ccccc21
26. Cc1ccc(S(=O)(=O)NNC(=S)NCCc2ccccc2)cc1
27. O=C1C(Cl)=C(NCCN2CCOCC2)C(=O)c2ccccc21
28. COC(=O)C1=C[C@@H](C(=O)OC)C2C3=C(C(=O)C24CCCCC4)[C@H](C)n2c(=O)n(-c4ccccc4)c(=O)n2[C@@H]3C1 (some centres not stated)
29. CCOc1ccc(NC(=O)CSc2nnc(-c3ccccn3)n2N)cc1
30. COc1ccc(C(=O)NC(=S)N2CCCCC2)cc1
Assay by compound,25,26,27,28,29,30
IL1B secr inh,x,49,-96*,-5,2,-13
HT1080-NT tox,x,11%,u,1%,-2%,0.56µM*
KB-V1 cytotox,-11%,15%,u,-3%,-14%,0%
DRD3 agonist,-1,-7,7,35*,3,-12
SW480 rerep,x,-8%,u,-55%[inhibitor][9.22 µM],1%,u
KB-3-1 tox,-2%,-1%,u,13%,10%,0%
MCF10A rereplic,x,6%,86%,1%,0%,6%
HT1080 IDH1KD tx,x,16%,18µM*,1%,5%,0.79µM*
HEK293 tox,4%,-18%,u,0%,-8%,u

31. Cc1nc2c(-c3ccc(Cl)cc3)c(C)[nH]n2c(=O)c1Cc1ccccc1
32. O=C(OCCN1C(=O)c2ccccc2C1=O)C1CC(O)CN1S(=O)(=O)c1ccc(Cl)cc1 (configuration not stated)
33. CCN(CC(=O)Nc1c(F)cccc1F)C(=O)CN(C)S(=O)(=O)c1ccc(F)cc1
34. Cc1ccc(NC(=O)c2sc3ncnc(N(C)C4CCCCC4)c3c2C)cc1
35. N#C/C=C1\n2c(nc3ccccc32)OC12CCCCC2
36. COc1ccccc1NS(=O)(=O)c1cc(NC(=O)CNC(=O)c2ccccc2)ccc1C
Assay by compound,31,32,33,34,35,36
IL1B secr inh,109,-8,9,x,-16,0
HT1080-NT tox,u,2%,4%,x,2%,-3%
KB-V1 cytotox,u,16%,21µM*,15%,-3%,0%
DRD3 agonist,-16,7,6,1,4,-4
SW480 rerep,u,-5%,2%,x,2%,8%
KB-3-1 tox,-1%,27%,7%,-11%,1%,11%
MCF10A rereplic,u,-5%,3%,x,-180%[0.0737 µM],-4%
HT1080 IDH1KD tx,u,9%,14%,x,-7%,0%
HEK293 tox,u,-5%,-19%,-14%,-17%,-1%

37. CC(C)(C)c1ccc(OCCOCCn2c(-c3ccc(Cl)cc3)nc3ccccc3c2=O)cc1
38. Cc1ccc2c(c1)C(=O)CC(O)(C(F)F)O2 (configuration not stated)
39. Cc1[nH]cnc1CSCc1ccc(F)cc1
40. CCOc1c2ccc(C(=O)NCc3ccc4c(c3)OCO4)cc2nn1C
41. Cc1cc(C)n(CC(=O)n2c3ccccc3c3ccccc32)n1
42. COCCNC(C(=O)Nc1ccc(C)cc1[N+](=O)[O-])c1ccccc1 (configuration not stated)
Assay by compound,37,38,39,40,41,42
IL1B secr inh,x,11,-7,-4,17,6
HT1080-NT tox,x,16%,3%,1%,0%,0%
KB-V1 cytotox,9%,-23%,-17%,1%,24%,u
DRD3 agonist,-4,-14,4,-15,0,1
SW480 rerep,x,-9%,89%,-10%,-1%,2%
KB-3-1 tox,6%,1%,-5%,10%,5%,-1%
MCF10A rereplic,x,-9%,4%,11%,2%,3%
HT1080 IDH1KD tx,x,13%,5%,-7%,3%,7%
HEK293 tox,7%,6%,u,-25%,0%,3%

43. CC(N)C12CC3CC(CC(C3)C1)C2 (configuration not stated)
44. OC(COc1ccc(Cl)c2ccccc12)CN1CCN(c2ccccn2)CC1 (configuration not stated)
45. COc1ccc(C[C@H]2CN3C(=NC[C@H]3C)N2CCNC(=O)CCC2CCCCC2)cc1
46. CCCC(=O)Nc1cc2c3c(c1)CCN3C(=O)CC2
Assay by compound,43,44,45,46
IL1B secr inh,-15&-10,-12,-13,-6
HT1080-NT tox,-9%&-10%,u,-2%,6%
KB-V1 cytotox,0%&-4%,-26%,u,u
DRD3 agonist,-9&8&3,72*,-83,3
SW480 rerep,0%&-11%&-8%,u,3%,-20%
KB-3-1 tox,0%&0%,-25%,u,-8%
MCF10A rereplic,6%&-2%&-2%,u,u,16%
HT1080 IDH1KD tx,-5%&0%,u,-19%,12%
HEK293 tox,5%&1%,-5%,-11%,18%
